Bioassay records deposited in PubChem BioAssay by National Center for Advancing Translational Sciences (NCATS).
GRP78 ERSR act: ER stress response induction in glioma; U87-MG GRP78 promoter luciferase reporter, 16 h; AID 602332; Potency, µM, for the others: top-dose activation, most hits filed as activators; 420,000 tested, 0.02% active; also: potency is read from the fitted curve at half-maximal effect; series mostly up to about 76 µM; % of control where 0% means no effect; nearly all actives have a fitted effect of over 35% in size
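Stably transfected U87-MG human glioma cells carrying a GRP78-based luminescent sensor were seeded at 1000 cells/well, pin-dosed with compounds and incubated 16 h. Luciferase reagent was then added, and end-point luminescence was read after 10 min at room temperature.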
mIDH1 inhibitor: human IDH1 R132H inhibition. 390,000 tested, 0.093% active. IDH1-R132H enzyme, NADPH consumption, diaphorase/resazurin fluorescence. AID 602179. O75874. Potency, µM (titrated, usually from 76.6 µM), without a hit: top-dose activity change, negative = inhibition, hits mostly inhibitors; also: potency is read from the fitted curve at half-maximal effect; % is scaled to controls: 0 for no effect and ±100 for the full control effect; nearly all actives have a fitted effect of over 65% in size
Target sequence (O75874 whole entry R132H, stated change not applied): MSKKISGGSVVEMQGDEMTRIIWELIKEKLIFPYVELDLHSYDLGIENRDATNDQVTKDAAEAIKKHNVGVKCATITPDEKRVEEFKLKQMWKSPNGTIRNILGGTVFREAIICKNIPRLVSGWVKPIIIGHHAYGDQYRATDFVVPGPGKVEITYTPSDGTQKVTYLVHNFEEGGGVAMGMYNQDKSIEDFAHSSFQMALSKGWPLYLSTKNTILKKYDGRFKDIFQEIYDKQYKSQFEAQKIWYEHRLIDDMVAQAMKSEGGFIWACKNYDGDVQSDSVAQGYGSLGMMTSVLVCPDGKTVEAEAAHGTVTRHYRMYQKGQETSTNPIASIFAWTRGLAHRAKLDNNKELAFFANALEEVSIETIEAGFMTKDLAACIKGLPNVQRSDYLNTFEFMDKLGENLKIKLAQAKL
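IDH1-R132H (0.5 ug/mL dispensed) in pH 7.5 Tris buffer was preincubated 30 min with compound, then given a substrate mix of 0.016 mM NADPH and 2 mM alpha-KG for 80 min at room temperature; remaining NADPH was read by diaphorase/resazurin fluorescence.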
Vif-APOBEC3G blk: Vif-A3G binding inhibition; HeLa A3G-eYFP + Vif (tagged APOBEC3G with the HIV-1 protein that degrades it), YFP fluorescence, overnight; Potency, µM (top dose mostly 46.1 µM), inactives show top-dose activity, negative = active, most hits filed as inhibitors; 410,000 tested, 0.076% active; AID 602310;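 also: potency is read from the fitted curve at half-maximal effect; % is scaled to controls: 0 for no effect and ±100 for the full control effect; nearly all actives have a fitted effect of over 60% in size; hits raise eYFP signal because A3G escapes Vif-driven loss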
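Read-out is eYFP fluorescence (Ex 488/Em 500-530) from Vif-expressing HeLa A3G-eYFP cells; more signal means A3G escaped Vif-mediated degradation. Cells plated overnight, compound pinned in, incubated overnight at 37 deg C.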
USP1 inh: blocks the human USP1/UAF1 deubiquitinase complex; 390,000 tested, 0.23% active; Potency, µM (top dose mostly 57.1 µM), for the others: at the highest dose activity change, negative = inhibition, hits mostly inhibitors; O94782; recombinant USP1/UAF1, Ub-Rhodamine cleavage fluorescence; also: potency is read from the fitted curve at half-maximal effect; % is scaled to controls: 0 for no effect and ±100 for the full control effect; nearly all actives have a fitted effect of over 60% in size; inactives centre near -12
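1 nM enzyme complex + cpd, 15 min RT; start with Ub-Rho 150nM final; kinetic fluorescence ex 480/em 540, 6 reads q60 s. Buffer 50mM HEPES pH 7.8, 0.5mM EDTA, 0.1 mg/ml BSA, 1mM TCEP, 0.01% Tween-20.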
Vif-A3F inh: blocks the Vif interaction with APOBEC3F | HeLa A3F-eYFP + Vif (tagged APOBEC3F with the HIV-1 protein that degrades it), YFP fluorescence increase | Potency, µM (titrated, usually from 46.1 µM), for inactives: at the highest dose activity, negative = active | 390,000 tested, 0.2% active; also: potency is read from the fitted curve at half-maximal effect; % of control where 0% means no effect; nearly all actives have a fitted effect of over 65% in size
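HeLa cells stably expressing Vif plus C-terminally eYFP-tagged A3F were seeded, incubated overnight at 37 deg C, dosed with compound, incubated overnight again at 37 deg C. Yellow fluorescence (Ex 488/Em 500-530) reported blocked Vif-mediated A3F-eYFP degradation.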
LDHA inh: LDHA (human) enzyme inhibition; P00338; purified LDHA, NADH/diaphorase-resazurin fluorescence; hits give low values; activity change, % (values are at about 110 or 230 µM); 480,000 tested, 0.15% active; in the data active = activity change below about -30%; inconclusive = mostly about -25% to -30%;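 also: plate controls were DMSO wells for no effect and wells without enzyme for full effect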
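Resorufin fluorescence (ex540/em590), read at 0 and 20 min after diaphorase/resazurin addition, reports the NADH left after a 5 min room-temperature reaction of 2 nM human LDH5 with 0.06 mM NADH and 0.2 mM pyruvate.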
RGS4 inh: human RGS4 inhibition; Potency, µM (top dose mostly 114 µM), without a hit: top-dose activity change, negative = inhibition, hits mostly inhibitors; 390,000 tested, 0.039% active; AID 504845; Transcreener GDP fluorescence polarization, RGS4-accelerated GTP hydrolysis; also: potency is read from the fitted curve at half-maximal effect; % is scaled to controls: 0 for no effect and ±100 for the full control effect; nearly all actives have a fitted effect of over 75% in size; some results filed as inactive show a strong effect at the top dose
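MLSMR compounds (23 nl, pin-transferred) preincubated 10 min at room temperature with a 500nM (2x) first reagent, then RGS4 at 900nM (2x) plus Transcreener GDP mix added; fluorescence polarization (620/688 nm) read before and after 90 min at 30 °C.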
TrxR1 substrate: is turned over as a substrate by rat TrxR1. Potency, µM (titrated, usually from 114 µM), for the others: at the highest dose activity change, negative = substrate turnover. AID 588456. purified TrxR1 substrate turnover, NADPH consumption readout. O89049. 390,000 tested, 0.01% active; also: potency is read from the fitted curve at half-maximal effect; % is scaled to controls: 0 for no effect and ±100 for the full control effect; nearly all actives have a fitted effect of over 50% in size
Target sequence (O89049 whole entry, looked up): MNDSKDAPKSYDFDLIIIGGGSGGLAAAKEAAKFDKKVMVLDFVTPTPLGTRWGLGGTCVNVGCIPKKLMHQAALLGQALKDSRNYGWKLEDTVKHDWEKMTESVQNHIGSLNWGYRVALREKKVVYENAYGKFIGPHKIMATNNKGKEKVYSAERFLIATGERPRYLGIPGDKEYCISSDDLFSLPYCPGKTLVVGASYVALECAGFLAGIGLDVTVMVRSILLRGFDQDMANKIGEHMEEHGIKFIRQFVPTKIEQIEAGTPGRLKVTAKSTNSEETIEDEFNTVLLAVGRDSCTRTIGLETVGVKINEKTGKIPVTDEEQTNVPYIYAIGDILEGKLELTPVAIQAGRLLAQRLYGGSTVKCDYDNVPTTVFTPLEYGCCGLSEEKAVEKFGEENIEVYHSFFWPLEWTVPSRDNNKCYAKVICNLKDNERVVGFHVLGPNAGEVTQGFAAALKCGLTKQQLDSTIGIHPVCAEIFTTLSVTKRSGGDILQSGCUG
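Rat TrxR1, dispensed at 90 nM, was prereduced with 400 uM NADPH (final) for 5 min at ~22 deg C, then incubated with compound 15 min before 400 uM selenite. A first-read NADPH fluorescence drop versus no-compound background flagged substrates.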
rTrxR1 inhibitor: rat TrxR1 inhibition; O89049; recombinant rTrxR1, NADPH fluorescence consumption, selenite substrate; Potency, µM (series often up to 114 µM), without a hit: at the highest dose activity change, negative = inhibition, actives largely listed as inhibitors; 390,000 tested, 1% active; also: potency is read from the fitted curve at half-maximal effect; % is scaled to controls: 0 for no effect and ±100 for the full control effect; nearly all actives have a fitted effect of over 65% in size
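Rat TrxR1 (90 nM in the dispensed reagent) was pre-reduced with 400 uM NADPH for 5 min at room temperature, then incubated with compound for 15 min. After 400 uM selenite was added, NADPH fluorescence (Ex 340/Em 450 nm) was followed for 8 min.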
Active calls of the source: *; & = joins results of further samples; [ ] = remark or other dose. Unless noted, calls follow the shape of the dose curve; as a rule, active = well fitted curve in the direction sought with a large enough effect; inconclusive = small, poorly fitted or top-dose-only effect, or another doubt; inactive = no such curve, though single readings can be large; an effect the other way counts as inactive or inconclusive.

Results for COc1ccc(CNC(=O)C(OC(=O)c2ccco2)c2ccccc2)cc1 (stereo not given) ?
GRP78 ERSR act: -1%; mIDH1 inhibitor: 9%; Vif-APOBEC3G blk: 0%; USP1 inh: -18%; Vif-A3F inh: -2%; LDHA inh: -2; RGS4 inh: -10%; TrxR1 substrate: 4%[57.1 µM]; rTrxR1 inhibitor: 11%[57.1 µM]

Results for CCc1ccc(NC(=O)CSC2=Nc3ccccc3C3=NC(CC(=O)NCc4ccc5c(c4)OCO5)C(=O)N23)cc1 (stereo not given) ?
GRP78 ERSR act: 1%; mIDH1 inhibitor: -20%; Vif-APOBEC3G blk: 3%; USP1 inh: -10%; Vif-A3F inh: -4%; LDHA inh: 8; RGS4 inh: -43%; TrxR1 substrate: 5%[57.1 µM]; rTrxR1 inhibitor: 8%[57.1 µM]

How did O=C(CCc1nc(-c2ccc(Cl)cc2)no1)NC1CCCCC1 do in these assays?
GRP78 ERSR act: -2%; mIDH1 inhibitor: 3%; Vif-APOBEC3G blk: -3%; USP1 inh: -22%; Vif-A3F inh: -6%; LDHA inh: -5; RGS4 inh: 1%; TrxR1 substrate: -5%; rTrxR1 inhibitor: -4%

Results for CC(C)(C)C(=O)Nc1nc2nc(-c3ccccc3)cc(=O)n2[nH]1 ?
GRP78 ERSR act: -5%; mIDH1 inhibitor: 30%; Vif-APOBEC3G blk: 3%; USP1 inh: -3%; Vif-A3F inh: -2%; LDHA inh: -1; RGS4 inh: 13%; TrxR1 substrate: -2%; rTrxR1 inhibitor: 5%

What do the screens show for `O=C(Nc1nsc(-c2ccccc2)n1)c1ccc(F)cc1`?
GRP78 ERSR act: 6%; mIDH1 inhibitor: 7%; Vif-APOBEC3G blk: 1%; USP1 inh: 2%; Vif-A3F inh: 1%; LDHA inh: -7; RGS4 inh: 14%; TrxR1 substrate: -5%; rTrxR1 inhibitor: 12%

Results for COc1cccc(NC(=O)CN(C)C(=O)CSC(=S)N2CCCC2)c1 ?
GRP78 ERSR act: -3%; mIDH1 inhibitor: 3%; Vif-APOBEC3G blk: 3%; USP1 inh: -12%; Vif-A3F inh: 2%; LDHA inh: -5; RGS4 inh: -37%; TrxR1 substrate: -6%; rTrxR1 inhibitor: 6%

How did Cc1nc2ccccc2cc1C(=O)N/N=C/c1ccccc1[N+](=O)[O-] do in these assays?
GRP78 ERSR act: -3%; mIDH1 inhibitor: -1%; Vif-APOBEC3G blk: -7%; USP1 inh: -23%; Vif-A3F inh: 10%; LDHA inh: -3; RGS4 inh: -27%; TrxR1 substrate: 0%[57.1 µM]; rTrxR1 inhibitor: -11%[57.1 µM]

Results for COC(=O)C(NC(=O)C(NC(=O)C1CCC(C)CC1)C(C)C)C(C)C (stereo not given) ?
GRP78 ERSR act: -1%; mIDH1 inhibitor: -9%; Vif-APOBEC3G blk: 1%; USP1 inh: -19%; Vif-A3F inh: 1%; LDHA inh: -8; RGS4 inh: -7%; TrxR1 substrate: 6%; rTrxR1 inhibitor: 16%

Results for O=C(c1cccc2nccnc12)N1CCCC(Nc2ccc(F)c(F)c2)C1 (stereo not given) ?
GRP78 ERSR act: -4%; mIDH1 inhibitor: 3%; Vif-APOBEC3G blk: 3%; USP1 inh: -4%; Vif-A3F inh: 1%; LDHA inh: 1; RGS4 inh: -23%; TrxR1 substrate: 2%; rTrxR1 inhibitor: 15%

How did CCOc1cc(N2CCOCC2)c(OCC)cc1NC(=O)COC(=O)c1c(C)noc1C do in these assays?
GRP78 ERSR act: -4%; mIDH1 inhibitor: 8%; Vif-APOBEC3G blk: 0%; USP1 inh: -27%; Vif-A3F inh: -1%; LDHA inh: 3

How did O=c1ccc2ccccc2o1 do in these assays?
GRP78 ERSR act: -3%&-4%&-4%; mIDH1 inhibitor: 23%; Vif-APOBEC3G blk: -1%; USP1 inh: inconclusive; Vif-A3F inh: -3%; LDHA inh: -10; RGS4 inh: 7%; TrxR1 substrate: 7%; rTrxR1 inhibitor: 26%

Results for CCN(CC)CCNC(=O)c1sc2nc(C)cc(C)c2c1-n1cccc1 ?
GRP78 ERSR act: -4%; mIDH1 inhibitor: -6%; Vif-APOBEC3G blk: -4%; USP1 inh: -10%; Vif-A3F inh: -1%; LDHA inh: -2; RGS4 inh: -3%; TrxR1 substrate: 11%; rTrxR1 inhibitor: 23%

Results for Cc1ccc(Cn2c(=S)[nH]c3ccc(N4CCOCC4)cc3c2=O)o1 ?
GRP78 ERSR act: 0%; mIDH1 inhibitor: 6%; Vif-APOBEC3G blk: -12%; USP1 inh: -25%; Vif-A3F inh: -5%; LDHA inh: 43; RGS4 inh: inconclusive; TrxR1 substrate: 5%; rTrxR1 inhibitor: 4.5µM*

What do the screens show for `COC(=O)c1cc2n(n1)CCN(Cc1ccccc1F)C2=O`?
GRP78 ERSR act: -4%; mIDH1 inhibitor: 1%; Vif-APOBEC3G blk: 0%; USP1 inh: -20%; Vif-A3F inh: -1%; LDHA inh: -6; RGS4 inh: -1%[11.4 µM]; TrxR1 substrate: 6%[57.1 µM]; rTrxR1 inhibitor: 5%[57.1 µM]

Results for CCOC(=O)C1(Cc2ccccc2C)CCCN(S(=O)(=O)c2cccnc2)C1 (stereo not given) ?
GRP78 ERSR act: -2%; mIDH1 inhibitor: 18%; Vif-APOBEC3G blk: 3%; USP1 inh: 0%; Vif-A3F inh: -6%; LDHA inh: -11; RGS4 inh: 32%; TrxR1 substrate: 2%[57.1 µM]; rTrxR1 inhibitor: -6%[57.1 µM]

How did Cc1cc(C)n(CC(=O)NC2CCCc3c2cnn3-c2ccc(C)c(C)c2)n1 (stereo not given) do in these assays?
GRP78 ERSR act: 7%; mIDH1 inhibitor: -5%; Vif-APOBEC3G blk: -2%; USP1 inh: -11%; Vif-A3F inh: 2%; LDHA inh: 1; RGS4 inh: 7%; TrxR1 substrate: -6%; rTrxR1 inhibitor: 8%

How did COc1ccccc1N1CCN(S(=O)(=O)c2c(C)[nH]c(=O)[nH]c2=O)CC1 do in these assays?
GRP78 ERSR act: -5%; mIDH1 inhibitor: -1%; Vif-APOBEC3G blk: -3%; USP1 inh: -4%; Vif-A3F inh: 17%; LDHA inh: -1; RGS4 inh: 24%; TrxR1 substrate: 3%[57.1 µM]; rTrxR1 inhibitor: 11%[57.1 µM]

Results for CCOC(=O)c1c(-c2ccccc2)oc2ccc(OC(C)=O)cc12 ?
GRP78 ERSR act: -3%; mIDH1 inhibitor: 0%; Vif-APOBEC3G blk: -4%; USP1 inh: -14%; Vif-A3F inh: 5%; LDHA inh: 0; RGS4 inh: -15%; TrxR1 substrate: 96%[activator]; rTrxR1 inhibitor: 41%[activator]

What do the screens show for `C[C@@H]1OC(Nc2ccc(N=Nc3ccccc3)cc2)[C@H](O)[C@H](O)[C@H]1O` (stereo not given in full)?
GRP78 ERSR act: 2%; mIDH1 inhibitor: 7%; Vif-APOBEC3G blk: 0%; USP1 inh: -3%; Vif-A3F inh: -7%; LDHA inh: 1; RGS4 inh: 13%; TrxR1 substrate: 1%[57.1 µM]; rTrxR1 inhibitor: 14%[57.1 µM]

Results for CC(C)(C)OC(=O)N1CC(O)CC1C(=O)OCC(=O)c1ccc(Cl)cc1 (stereo not given) ?
GRP78 ERSR act: -5%; mIDH1 inhibitor: 3%; Vif-APOBEC3G blk: -1%; USP1 inh: -6%; Vif-A3F inh: -8%; LDHA inh: -6; RGS4 inh: -4%; TrxR1 substrate: 7%; rTrxR1 inhibitor: 12%

Results for CCOc1ccc(C(=O)Nc2ccc(-c3nc4cc(CC)ccc4o3)cc2)cc1 ?
GRP78 ERSR act: -2%; mIDH1 inhibitor: -14%; Vif-APOBEC3G blk: 6%; USP1 inh: -4%; Vif-A3F inh: 1%; LDHA inh: -4; RGS4 inh: 0%; TrxR1 substrate: 12%; rTrxR1 inhibitor: 20%

How did CCOc1ccc(-c2cc(C(=O)O)c3ccccc3n2)cc1 do in these assays?
GRP78 ERSR act: -8%; mIDH1 inhibitor: 0%; Vif-APOBEC3G blk: -15%; USP1 inh: -11%; Vif-A3F inh: 1%; LDHA inh: 4&0; RGS4 inh: -33%; TrxR1 substrate: 375%[activator]; rTrxR1 inhibitor: 14%

Filtered by structure, the compounds so far with a Cl atom.
How did O=C(CCc1nc(-c2ccc(Cl)cc2)no1)NC1CCCCC1 do in these assays?
GRP78 ERSR act: -2%; mIDH1 inhibitor: 3%; Vif-APOBEC3G blk: -3%; USP1 inh: -22%; Vif-A3F inh: -6%; LDHA inh: -5; RGS4 inh: 1%; TrxR1 substrate: -5%; rTrxR1 inhibitor: -4%

Results for CC(C)(C)OC(=O)N1CC(O)CC1C(=O)OCC(=O)c1ccc(Cl)cc1 (stereo not given) ?
GRP78 ERSR act: -5%; mIDH1 inhibitor: 3%; Vif-APOBEC3G blk: -1%; USP1 inh: -6%; Vif-A3F inh: -8%; LDHA inh: -6; RGS4 inh: -4%; TrxR1 substrate: 7%; rTrxR1 inhibitor: 12%

The list is partial; rates above refer to the full screens.
